From PubChem
BLM inh = qHTS Assay for Inhibitors of Bloom's syndrome helicase (BLM) | Potency, µM (series often up to 56.1 µM), for inactives: at the highest dose activity change, negative = inhibition, usual class: inhibitors | 350,000 tested, 0.2% active | RecQ-like DNA helicase BLM (Homo sapiens), P54132 | recombinant BLM DNA unwinding, fluorescence dequenching | AID 2528, 2010;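 note: potency is the fitted concentration of half-maximal effect; plate controls were vehicle for no effect and no enzyme for full effect; nearly all actives have a fitted effect of over 35% in size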
GRP78 ERSR act = qHTS for Inducers of the Endoplasmic Reticulum Stress Response (ERSR) in Human Glioma: qHTS; Potency, µM, for the others: at the highest dose activation, usual class: activators; U87-MG GRP78 promoter luciferase reporter, 16 h; AID 602332, 2012; 420,000 tested, 0.02% active; note: potency is the fitted concentration of half-maximal effect; series mostly up to about 76 µM; % of control where 0% means no effect; nearly all actives have a fitted effect of over 35% in size
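Stably transfected U87-MG human glioma cells carrying a GRP78-based luminescent sensor were seeded at 1000 cells/well, pin-dosed with compounds and incubated 16 h. Luciferase reagent was then added, and end-point luminescence was read after 10 min at room temperature.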
LDHA inh = qHTS assay for inhibitors of human lactate dehydrogenase | purified LDHA, NADH/diaphorase-resazurin fluorescence; hits give low values | AID 1347041, 2019 | activity change, % (values are at about 110 or 230 µM) | 480,000 tested, 0.15% active | L-lactate dehydrogenase A chain (Homo sapiens), P00338; in the data active = activity change below about -30%; inconclusive = mostly about -25% to -30%;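 note: plate controls were DMSO wells for no effect and wells without enzyme for full effect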
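Enzyme activity of human lactate dehydrogenase 5 (2 nM; 0.06 mM NADH, 0.2 mM pyruvate, 5 min, RT) is measured via a resazurin/diaphorase fluorescence readout of residual NADH.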
Pol iota inh = qHTS for Inhibitors of Polymerase Iota; 390,000 tested, 1% active; Pol iota fluorescent replication assay, 10 min; Potency, µM (series often up to 115 µM), for the others: top-dose activity, negative = inhibition, usual class: inhibitors; DNA polymerase iota (Homo sapiens), Q9UNA4; note: potency is the fitted concentration of half-maximal effect
Target sequence (Q9UNA4 whole entry, looked up): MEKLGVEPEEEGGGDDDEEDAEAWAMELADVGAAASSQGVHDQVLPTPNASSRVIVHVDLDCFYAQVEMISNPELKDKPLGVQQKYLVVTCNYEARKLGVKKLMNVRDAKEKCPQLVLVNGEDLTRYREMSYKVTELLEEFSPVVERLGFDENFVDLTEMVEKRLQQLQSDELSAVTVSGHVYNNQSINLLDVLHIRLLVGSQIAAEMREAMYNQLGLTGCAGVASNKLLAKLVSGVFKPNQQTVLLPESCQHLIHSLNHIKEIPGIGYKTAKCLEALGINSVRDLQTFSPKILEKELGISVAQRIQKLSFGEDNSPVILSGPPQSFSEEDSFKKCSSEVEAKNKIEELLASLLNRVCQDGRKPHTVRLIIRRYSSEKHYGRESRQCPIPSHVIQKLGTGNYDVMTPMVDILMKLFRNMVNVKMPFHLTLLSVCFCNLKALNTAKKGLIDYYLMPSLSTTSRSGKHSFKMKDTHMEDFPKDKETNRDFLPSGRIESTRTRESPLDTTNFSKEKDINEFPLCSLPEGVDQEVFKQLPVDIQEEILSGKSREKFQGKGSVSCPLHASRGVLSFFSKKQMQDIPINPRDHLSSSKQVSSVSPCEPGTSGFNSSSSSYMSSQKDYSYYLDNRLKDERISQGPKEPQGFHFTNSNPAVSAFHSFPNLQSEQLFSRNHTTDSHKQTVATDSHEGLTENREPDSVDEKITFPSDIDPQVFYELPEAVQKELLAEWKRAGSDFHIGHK
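Pol iota at 10 nM preincubated 15 min with compounds at room temperature; reaction started with fluorescent substrate, 50 nM final. Fluorescence read kinetically at 0 and 10 min; buffer-only wells as negative control.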
Pol kappa inh = qHTS for Inhibitors of Polymerase Kappa; purified Pol kappa, fluorescent DNA synthesis assay, 10 min; Potency, µM (series often up to 107 µM), for the others: top-dose activity, negative = inhibition, actives largely listed as inhibitors; 400,000 tested, 0.53% active; note: potency is the fitted concentration of half-maximal effect; % is set by controls: 0 for no effect and ±100 for the full control effect
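Fluorescent qHTS in 1536-well format: enzyme (10 nM) and compound sat 15 min at room temperature before 50 nM substrate (final) was added. Signal taken at 0 and 10 min; no-enzyme buffer wells were negative controls.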
Pol eta inh = qHTS for Inhibitors of Polymerase Eta. DNA polymerase eta (Homo sapiens), Q9Y253. recombinant Pol eta, fluorescent DNA replication assay. Potency, µM (top dose mostly 114 µM), for inactives: at the top dose activity change, negative = inhibition, actives largely listed as inhibitors. 390,000 tested, 1.2% active. AID 588591, 2011; note: potency is the fitted concentration of half-maximal effect; % is set by controls: 0 for no effect and ±100 for the full control effect
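Pol eta at 10 nM preincubated with compounds 15 min at room temperature; reaction started with fluorescent substrate (50 nM final) and read kinetically at 0 and 10 min.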
Pol beta inh = qHTS Assay for Inhibitors of DNA Polymerase Beta; 340,000 tested, 1.3% active; P06746; Pol beta primer extension/strand displacement, fluorescence kinetic; Potency, µM (doses to about 114 µM), for the others: at the top dose activity change, negative = inhibition, most hits filed as inhibitors; note: potency is the fitted concentration of half-maximal effect; % is set by controls: 0 for no effect and ±100 for the full control effect
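Curves were derived by four-parameter Hill fits of normalized qHTS data. The kinetic fluorescent primer-extension read was taken at 0 and 10 min after 50 nM substrate, following a 15 min room-temperature preincubation of 10 nM enzyme with compounds.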
APE1 inh = qHTS Assay for Inhibitors of the Human Apurinic/apyrimidinic Endonuclease 1 (APE1); DNA repair nuclease/redox regulator APEX1 (Homo sapiens), P27695; recombinant APE1, TAMRA/BHQ-2 abasic DNA cleavage fluorescence; Potency, µM (titrated, usually from 65.8 µM), for the others: top-dose activity change, negative = inhibition, most hits filed as inhibitors; 350,000 tested, 0.35% active;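 note: potency is the fitted concentration of half-maximal effect; plate controls were vehicle for no effect and reference inhibitor for full effect; nearly all actives have a fitted effect of over 55% in size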
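Enzyme (0.75 nM final) and test compound are incubated 15 min at room temperature before adding 50 nM quenched THF abasic-site duplex. Cleavage dequenches TAMRA, followed at 525/598 nm over three reads one minute apart.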
Anesthetic bind = qHTS Assay for Identification of Novel General Anesthetics; 350,000 tested, 0.074% active; Ferritin light chain (Equus caballus), P02791; apoferritin/1-aminoanthracene competitive binding, fluorescence; Potency, µM (series often up to 77.5 µM), for the others: top-dose activity change, negative = displacement, usual class: inhibitors; note: potency is the fitted concentration of half-maximal effect; % is set by controls: 0 for no effect and ±100 for the full control effect; nearly all actives have a fitted effect of over 20% in size
Target sequence (P02791 2-175 limits assumed): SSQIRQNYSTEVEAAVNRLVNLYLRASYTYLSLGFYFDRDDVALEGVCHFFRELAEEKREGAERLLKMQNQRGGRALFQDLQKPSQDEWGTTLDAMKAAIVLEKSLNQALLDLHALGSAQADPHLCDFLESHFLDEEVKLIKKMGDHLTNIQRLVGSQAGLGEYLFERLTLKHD
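Read-out: endpoint 1-AMA fluorescence, excitation 380 nm and emission 535 nm, after compounds sit 10 min at room temperature with 10 uM horse-spleen apoferritin in 50% saturated 1-AMA/PBS. Values come from four-parameter Hill fits.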
* = called active by the depositor; ? = inconclusive; . = no result given; & = joins results of further samples; [ ] = another dose, or the depositor's remark. Unless noted, calls come from the whole dose curve; as a rule, active = well fitted curve in the direction sought with a large enough effect; inconclusive = small, poorly fitted or top-dose-only effect, or another doubt; inactive = no such curve, though single readings can be large; an effect the other way counts as inactive or inconclusive. Some of the compounds tested (hit frequency here may not be typical).

Compound	BLM inh	GRP78 ERSR act	LDHA inh	Pol iota inh	Pol kappa inh	Pol eta inh	Pol beta inh	APE1 inh	Anesthetic bind
O=C(C1CCCN(S(=O)(=O)c2ccc(Br)cc2)C1)N1CCN(Cc2ccccc2)CC1 (stereo not given)	-8%	4%	0	31%[activator]	-16%	-19%	-19%	-13%	35%[activator]
Cc1nn(CC(=O)NCc2ccccn2)c(C)c1[N+](=O)[O-]	-1%	-2%	-6	8%	-10%	-28%	12%	-2%	-9%
Cc1cc(C(=O)COC(=O)c2cnccn2)c(C)n1-c1ccc(Br)cc1	.	-2%	-1	38%[activator]	-3%	-18%	.	-9%	.
CC(C)[C@H](NC(=O)[C@@H]1CSC2c3ccccc3C(=O)N21)C(=O)NCc1ccncc1 (stereo not given in full)	-2%	-5%	-3	35%[activator]	-1%	-12%	40%	20%	-10%
O=C(CN1CCN(c2ccc(F)cc2)CC1)Nc1cccnc1Cl	2%	-2%	-1	17%	3%[60.1 µM]	12%	3%	19%	-11%
COc1cccc(OC)c1C(=O)Nc1ccc2c(c1)n(C)c(=O)n2C	-2%	-3%	1	-13%	2%	-9%	-27%	3%	-11%
COc1cccc(CN2CC(C(=O)NCc3ncc(C)[nH]3)CCC2=O)c1 (stereo not given)	-5%	-6%	0	26%	-13%	-17%	-1%	3%	-5%
Cc1noc2ncnc(N3CCN(c4ccccc4F)CC3)c12	3%	-5%	1	-11%	-6%	3%	4%	.	9%
Cc1ccc(OCCCSc2ncccn2)cc1C	-9%	4%	0	16%	-9%	-1%	-25%	2%	-4%
O=C(COc1ccc(-c2ccccc2)cc1)NNC(=O)NC1CCCCC1	-7%	6%	-4	-16%	-9%	4%	-15%	-8%	?
CCOC(=O)/C(C)=N/NC(=O)c1ccc([N+](=O)[O-])cc1	-1%	2%	-8	8%	3%	-5%	25%	7%	-8%
O=S(=O)(c1ccccc1)n1nc(-c2ccc(Cl)cc2)nc1NCc1ccc(F)cc1	-10%	-3%	-2	-12%	-7%	-10%	-11%	.	-12%
COc1ccccc1N1CCN(C(=O)CCCNC(=O)Cn2cnc3sc(C)c(C)c3c2=O)CC1	1%	-1%	0	81%[activator]	-5%	-23%	5%	5%[12.4 µM]	-14%
Cc1ccc(-n2ncc(-c3nnc(SCC(=O)NC4CCCC4)o3)c2N)cc1C	-2%	1%	-12	71%[activator]	-1%	16%	?	0%	-23%
CCOc1ccc(N2C(=O)CSC2=NC#N)cc1	.	-2%	-10	2%	-3%	-5%	.	-7%	.
CCOc1ccc(C(=O)OCC(=O)NCCCc2ccccc2)cc1	-2%	-3%	-9	2%	-4%	0%	20%	-2%	5%
Nc1cccc(S(=O)(=O)c2ccc(N)c(N)c2)c1	1%	-3%	-5	65%[activator]	0%	-13%	-1%	12%	-17%
CC(C)N(C)Cc1nnnn1CC(=O)NCc1cc(F)cc(C(F)(F)F)c1	-3%	-3%	-3	?	-10%	-6%	0%	39%	-15%
COc1ccccc1NC(=S)N(Cc1ccc(C(=O)O)cc1)Cc1ccc(OC)c(OC)c1	0%	0%	1	12%	-7%	-17%	1%	8%	-11%
CC1=C(C#N)C(NC(=O)c2ccc(Cl)cc2)(C(F)(F)F)C(=O)N1 (stereo not given)	2%	-3%	-2	7%	-12%	-3%	80%	3%	-7%

Given field by field: entries from further up
Molecule: COc1ccccc1N1CCN(C(=O)CCCNC(=O)Cn2cnc3sc(C)c(C)c3c2=O)CC1
  BLM inh: 1%
  GRP78 ERSR act: -1%
  LDHA inh: 0
  Pol iota inh: 81%[activator]
  Pol kappa inh: -5%
  Pol eta inh: -23%
  Pol beta inh: 5%
  APE1 inh: 5%[12.4 µM]
  Anesthetic bind: -14%
Molecule: CC(C)[C@H](NC(=O)[C@@H]1CSC2c3ccccc3C(=O)N21)C(=O)NCc1ccncc1 (stereo not given in full)
  BLM inh: -2%
  GRP78 ERSR act: -5%
  LDHA inh: -3
  Pol iota inh: 35%[activator]
  Pol kappa inh: -1%
  Pol eta inh: -12%
  Pol beta inh: 40%
  APE1 inh: 20%
  Anesthetic bind: -10%

Further records follow:
Compound	BLM inh	GRP78 ERSR act	LDHA inh	Pol iota inh	Pol kappa inh	Pol eta inh	Pol beta inh	APE1 inh	Anesthetic bind
Cc1ccc2occ(CN3CCN(Cc4ccccc4)CC3)c(=O)c2c1	4%	.	.	.	.	.	3%	-3%	-10%
CN(C)CCCNC(=O)c1ccc(Oc2ccccc2)cc1	-8%	-4%	-7	-10%	-6%	-10%	2%	2%	-23%
O=C(CNC(=O)c1ccccc1F)OC1CCOC1=O (stereo not given)	.	-2%	-1	14%	-2%	-1%	.	11%	.
N#Cc1c(NC(=O)CS(=O)(=O)c2ccc(Cl)cc2)sc2c1CCCCC2	0%	-5%	-12	-25%	-11%[60.1 µM]	4%	4%	.	-17%
Cc1ccc(CN(C(=O)COc2ccc(Cl)cc2Cl)C2CCS(=O)(=O)C2)o1 (stereo not given)	-1%	.	-3	3%	17%	.	26%	.	9%
CC(=O)Nc1c(S(=O)(=O)c2ccccc2)c2nc3ccccc3nc2n1Cc1ccccc1	-3%	8%	4	22%	-13%	-20%	1%	-9%	239%[activator]
CCN(CC)CCNC(=O)c1cn(CC)c2ccc(S(=O)(=O)N3CCc4ccccc4C3)cc2c1=O	-1%&-9%	8%&-3%	-2&-1	80%[activator]	-5%&-9%	3%&-11%	48%&8%	19%	-13%&-12%
COc1ccc(C(c2nnnn2Cc2cccs2)N2CCN(c3ccccc3F)CC2)cc1 (stereo not given)	-8%	-6%	-11	3%	-6%	0%	2%	-6%	-5%
Cc1nc2c(C(=O)NCc3ccccc3Cl)c[nH]n2c(=O)c1Cl	-2%	0%	5	?	-6%	-16%	?	7%	-13%
CC(C)c1ccc2occ(-c3nn[nH]n3)c(=O)c2c1	-3%	-2%	-7	82%[activator]	0%	-4%	8%	0%	-3%
CCOc1cccc(/C=C(/C#N)c2nc3ccccc3[nH]2)c1OCC(=O)O	2%	5%	-7	86%[activator]	-6%	-14%	-4%	6%	8%
Cc1ccc(C(NC(=O)c2cccc(S(=O)(=O)N3CCN(C)CC3)c2)c2ccccc2)cc1 (stereo not given)	.	-4%	-6	-12%	8%	-19%	.	24%	.
C1=CC2CC1CC2CN1CCN(Cc2ccccc2)CC1 (stereo not given)	3%	-5%	-32*	-3%	-11%	7%	2%	1%	-13%
N/C(Cc1cccc2ccccc12)=N\OC(=O)c1ccccc1F	0%	0%	-8	20%	-32%	-4%	11%	-10%	-10%
O=C(COc1ccc([N+](=O)[O-])cc1)Nc1ccc(C(=O)NCc2cccnc2)cc1	-1%	-5%	0	7%	-9%	11%	-1%	0%	-16%
CCOc1ccc(/C=C2/SC(=S)N(n3c(C)ccc3C)C2=O)cc1	-6%	-2%	0	?	-4%	-9%	-2%	-2%	-7%
CCCCN1C(=O)/C(=C/C=C2\N(C)c3ccccc3C2(C)C)SC1=S	-6%	.	.	.	.	.	17%	-3%	-12%
COC(=O)[C@@H](NC(=O)c1ccc(OC2CCN(Cc3ccccn3)CC2)cc1)C(C)C	-1%	-3%	-5	-7%	-8%	-10%	1%	-3%	-8%
CCN(CC(=O)NC1CCCCC1)S(=O)(=O)c1ccc(Cl)cc1	-1%	-3%	-2	-10%	-12%	-20%	-5%	-5%	0%
Cc1ccc(NC(=O)COC(=O)c2ccc(S(=O)(=O)NCc3ccco3)cc2)cc1	.	-8%	-4	-19%	-3%	-7%	.	12%	.
Cc1cc(C)n2nc(C(=O)NCc3ccccc3)cc2n1	1%	-3%	-11	20%	-5%	-11%	-29%	-3%	-11%
Cc1ncsc1C(=O)N1CCCC(C(=O)c2ccc3ccccc3c2)C1 (stereo not given)	-2%	-4%	-10	-3%	-6%	-3%	28%	13%	-8%
CCC(=O)c1ccc(N2CCOCC2)c(F)c1	.	3%	-10	-3%	2%	-1%	.	.	.
Cc1ccc(CNc2nc3ccccc3n3cnnc23)cc1	-5%&-4%	-3%&-5%	-12&-4	11%&3%	-6%&-17%	-13%&-3%	24%&3%	-2%	-7%&-9%
CSc1nnc(C(C)(C)C)c(=O)n1/N=C/c1ccc(C(C)C)cc1	-6%	-2%	-2	33%[activator]	-2%	-13%	-18%	3%	-13%
C=C(C)c1cccc(C(C)(C)NC(=O)Nc2nnc(C(C)C)s2)c1	-6%	0%	-11	64%[activator]	-7%	-25%	-13%	-2%	-14%
O=C(c1ccc(F)cc1)N1CCN=C1c1ccccc1	-3%	-1%	-6	20%	-12%	?	24%	-6%	-6%
CC(C)c1ccccc1NC(=O)CN(c1ccccc1)S(=O)(=O)N(C)C	-1%	-3%	0	28%	0%	-21%	-17%	.	0%
COc1ccc(CCNc2cc(C)nc3c(-c4ccccc4)c(C)nn23)cc1OC	-5%	-5%	-2	22%	-8%	-13%	3%	-5%	1%
CCn1c(-c2cc(-c3cc(OC)ccc3OC)nc3ccccc23)n[nH]c1=S	-6%	-5%	-3	-23%	-6%	-9%	-6%	-1%	-3%
CCC(=O)N1N=C(c2ccc(NS(=O)(=O)c3ccc(C)cc3)cc2)CC1c1ccco1 (stereo not given)	.	-7%	0	12%	-4%	-27%	.	3%	.
CSCCC(NS(=O)(=O)c1ccccc1)C(=O)Nc1nccs1 (stereo not given)	.	-3%	-6	30%[activator]	-6%	3%	.	31%	.
O=C(c1cccc(Br)c1)N1CCN(C(=O)N2CCOCC2)CC1	4%	-3%	5	?	3%	-11%	26%	9%	0%
COCCSc1nnc(NC(=O)CS(=O)(=O)c2ccccc2)s1	-1%	0%	-2	-18%	0%	-15%	-1%	7%	6%
Cc1nc(NCCN2CCOCC2)c2nnn(Cc3ccccc3Cl)c2n1	1%	0%	-2	36%[activator]	9%	-16%	-2%	4%	-19%
